Assay outcomes (PubChem BioAssay)
TNAP inh hiacc: TNAP (human) inhibition, high acceptor; purified TNAP, CDP-star luminescence, 1 M DEA; P05186; inhibition, % at 20 µM; AID 1135; hit rate 0.03% among 200,000;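 active = over 50% inhibition of tissue-nonspecific alkaline phosphatase at 20 µM in the single-dose screen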;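 also: plate controls were DMSO wells for no effect and EDTA-quenched wells as full inhibition for full effect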
Target sequence (P05186 whole entry, looked up): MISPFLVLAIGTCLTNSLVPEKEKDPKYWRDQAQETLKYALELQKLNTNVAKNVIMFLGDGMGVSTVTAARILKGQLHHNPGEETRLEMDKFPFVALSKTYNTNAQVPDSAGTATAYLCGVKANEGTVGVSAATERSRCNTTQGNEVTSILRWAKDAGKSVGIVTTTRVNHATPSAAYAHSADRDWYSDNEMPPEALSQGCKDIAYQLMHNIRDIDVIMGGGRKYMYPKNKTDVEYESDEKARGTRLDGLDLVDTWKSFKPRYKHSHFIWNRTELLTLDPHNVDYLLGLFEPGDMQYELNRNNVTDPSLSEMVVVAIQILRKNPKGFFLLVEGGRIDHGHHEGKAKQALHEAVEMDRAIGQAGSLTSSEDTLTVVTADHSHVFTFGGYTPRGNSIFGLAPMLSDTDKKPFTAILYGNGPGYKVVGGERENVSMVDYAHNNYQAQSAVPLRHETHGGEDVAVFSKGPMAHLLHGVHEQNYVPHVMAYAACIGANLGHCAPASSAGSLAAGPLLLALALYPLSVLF
TNAP inh noacc: TNAP (human) inhibition, acceptor-free conditions. purified TNAP, CDP-star luminescence, 30 min. inhibition, % at 20 µM. hit rate 0.26% among 200,000;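 active = tissue-nonspecific alkaline phosphatase inhibition above about 50% at 20 µM in the single-dose screen, limit read from the data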;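 also: 0% = DMSO negative control and 100% = EDTA positive control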
bIAP act: increases bovine intestinal alkaline phosphatase activity; activation factor at 20 µM; purified bovine IAP, CDP-star luminescence, 30 min; active compounds read high; fold of DMSO-control signal, blank-subtracted; hit rate 0.17% among 200,000;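 active = activation factor of 2 or more at 20 µM, a signal rise over negative controls twice the positive control's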
TNAP act hi DEA: increases human TNAP activity under high phosphate acceptor concentration | P05186 | purified TNAP, CDP-star luminescence, 1 M DEA, 30 min; active compounds read high; 0 = EDTA background, 1 = DMSO-only activity | activation factor at 20 µM | 200,000 tested, under 10 active | AID 1136;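 active = activation factor at least 2 at 20 µM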
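Measured by: Luminescent substrate turnover signal | Test system: Human TNAP | Input: TNAP 1/800 final | Dosing: 20 µM single point | Schedule: 30 min, room temperature | Controls: EDTA wells as negative control, DMSO wells as positive control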
Efa HMGR inh: blocks class II HMG-CoA reductase of Enterococcus faecalis; hit rate 0.41% among 190,000; purified E. faecalis HMGR, NADPH absorbance 340 nm kinetic; inhibition, % at 10 µM;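 active = inhibition above a set limit, the median over all tested compounds plus 3 SD, cut at about 9.5% in these data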;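 also: enzyme runs in reverse so mevalonate oxidation gives rising NADPH absorbance; 0% = complete reaction with DMSO and 100% = background rate lacking mevalonate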
PPARg SRC3 recr: PPARgamma-driven SRC-3 recruitment agonism; biochemical PPARgamma/SRC-3 coactivator recruitment assay; P37231; hit rate 0.26% among 200,000; activation, % at 8 µM; AID 731; in the data active = activation above about 23%;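 also: 0% = DMSO and 100% = reference agonist; some compounds past the cut are filed as inactive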
TR-FRET SRC-2 ct: flags TR-FRET format artefacts in PPARgamma SRC-2 recruitment agonist screen | hit rate 0.4% among 200,000 | AID 1049 | TR-FRET artefact counter-screen; active compounds read high | TR-FRET ratio at 8 µM; in the data active = TR-FRET ratio above about 2000; also: inactives centre near 1500
PPARg SRC2 recr: agonists of SRC-2 recruitment by human PPARgamma | P37231 | PPARgamma LBD-SRC-2 recruitment, biochemical | activation, % at 8 µM | hit rate 0.34% among 200,000; in the data active = activation above about 22%;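 also: 0% = vehicle and 100% = reference agonist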
PPARg SRC-1 ag: agonists of human PPARgamma SRC-1 coactivator recruitment; P37231; PPARgamma-SRC-1 coactivator recruitment biochemical assay; activation, % at 8 µM; hit rate 0.41% among 200,000; AID 631; in the data active = activation above about 19%;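 also: 0% = DMSO and 100% = reference agonist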
bIAP inh: blocks bovine intestinal alkaline phosphatase activity | purified bovine IAP, CDP-star luminescence, 30 min | inhibition, % at 20 µM | 190,000 tested, under 10 active;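 active = over 50% inhibition of intestinal alkaline phosphatase at 20 µM in the single-dose screen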
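Incubation: 30 min reaction at room temperature / Material: purified bovine intestinal alkaline phosphatase (IAP) enzyme / Input: enzyme at 1/65,000,000 dilution / Dosing: 20 µM single dose / Signal: CDP-star luminescence signal / Reagent: CDP-star chemiluminescent phosphatase substrate, 30 µM final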
* hit, by the source's call.

molecule	TNAP inh hiacc	TNAP inh noacc	bIAP act	TNAP act hi DEA	Efa HMGR inh	PPARg SRC3 recr	TR-FRET SRC-2 ct	PPARg SRC2 recr	PPARg SRC-1 ag	bIAP inh
Cc1cnc(NC(=O)CCN2C(=O)C3CCCCC3C2=O)s1 (stereo not drawn)	-6	-3	1.2	1.1	0	0	1617	2	0	-17
COc1ccccc1NC(=O)N(Cc1ccco1)Cc1cc2ccc(C)c(C)c2[nH]c1=O	-10	-12	1	1.1	-6	5	1434	8	10	-1
CCN1CCN(C(c2ccccn2)c2c(NC(=O)c3ccccc3)sc(C)c2C)CC1 (stereo not drawn)	-5	2	1.1	1.1	1	11	1679	14	0	-6
Nc1cc(N2CCCC2)ccc1[N+](=O)[O-]	16	17	0.8	0.8	-3	4	1489	14	6	20
CC1CC(C)CN(C(=O)COC(=O)CNS(=O)(=O)/C=C/c2ccccc2)C1 (stereo not drawn)	5	1	0.9	0.9	-5	2	1481	2	-3	10
CCCCn1c(C)cc(/C=C(\C#N)C(=O)O)c1C	-1	-13	0.8	1	-1	4	1398	-1	6	22
CNC(=O)N(C1=NCCCCC1)c1ccc(Br)cc1	-4	-10	1	1	2	3	1554	6	-2	-4
COC(=O)Cn1c(=N)n(CCN2CCCCC2)c2ccccc21	-8	-2	0.9	1.1	-2	-5	1498	-6	7	5
Clc1ccccc1-c1ncnc2ccc(Br)cc12	-2	-6	0.9	1	-1	2	1708	4	0	11
CCOC(=O)/C(=N\Nc1cc(Cl)ccc1Cl)N1CCN(C)CC1	3	-4	1	1	-11	-4	1502	-4	-1	3
Nc1nc(SCc2ccc(Cl)cc2Cl)ns1	-4	-7	0.9	1	-7	-1	1367	-1	-2	6
CCCc1n(CC)c2ccccc2[n+]1CC(O)COC1CCCCC1 (stereo not drawn)	0	-15	0.8	1	1	0	1519	1	0	17
COc1ccc2c(c1)C(C)=CC(C)(C)N2S(=O)(=O)c1ccc(Br)cc1	-7	-10	0.8	1.1	1	2	1385	-3	-1	20
O=C(Cc1csc(-c2ccccc2)n1)NCc1ccc(F)cc1	3	-20	1.1	1	-14	1	1570	4	13	-5
O=C(CCCC(=O)N1CCN(c2ccccc2F)CC1)N1CCN(c2ccccc2F)CC1	-6	-2	1	1.1	-8	6	1506	3	3	-3
N#Cc1ccccc1Sc1ccccc1C(=O)Nc1ccccc1	-2	-7	0.9	1	-2	0	1604	3	7	13
O=C(Cn1cncn1)NCCCc1ccccc1	-1	-2	1.1	1	-3	-2	1519	8	2	-14
CC(=O)CCC(=O)c1ccc2ccccc2c1	-5	-8	0.6	1.1	0	-2	1563	6	-4	40
O=C(CSc1ccc(-c2ccco2)nn1)NC1CCCC1	4	-3	0.9	1	1	2	1576	1	2	5
O=C(Nc1nc2ccccc2n1CCN1CCOCC1)c1cn(-c2ccccc2)nc1-c1ccccc1	-6	-15	1	1.1	1	0	1483	-1	6	-2
CC(C)CN(C(=O)COC(=O)c1cc2ccccc2oc1=O)C1CCS(=O)(=O)C1 (stereo not drawn)	-4	-8	1	1	-5	6	1380	1	4	4
Cc1cc(NC(=O)CSc2nnc(-c3c[nH]c4ccccc34)n2-c2ccc(F)cc2)no1	-6	-6	0.8	1.1	0	4	1450	8	4	18
Cn1c(SCC(=O)N2CCCC2)nc2cccnc21	-5	-7	1	1	-7	5	1738	-2	16	-1
O=S(=O)(c1cccc(-c2cn3cc(Cl)ccc3n2)c1)N1CCOCC1	-2	-7	0.9	1	-2	5	1748	4	14	6
N/C(=N\OS(=O)(=O)c1ccc2ccccc2c1)c1ccncc1	-2	-8	0.9	1	0	1	1514	8	10	10
COCCNC(=O)/C(C#N)=C/c1ccc(O)c([N+](=O)[O-])c1	11	16	0.9	0.9	1	2	1648	4	-1	11
CCCc1ccc(Oc2c(-c3ccc(O)c(C)c3O)n[nH]c2C)cc1	-2	-3	1.4	1	3	1	1356	1	1	-39
CCN1/C(=C/c2sc(-c3ccccc3C)c[n+]2C)Sc2ccccc21	3	-4	0.8	1	-3	8	1458	-2	11	21
Cn1c(N)c(C(=O)CCl)c(=O)n(Cc2ccccc2)c1=O	1	-7	0.9	1	-7	3	1476	16	6	8
CCOC(=O)Cn1c(=NC(=O)CSC(C)=O)sc2cc(F)ccc21	0	6	0.8	1	-8	9	1598	8	3	16
CCC(=O)Nc1nc2nc(C)cc(=O)n2[nH]1	-6	-17	1	1.1	-1	4	1513	-2	2	-2
O=C(c1cc([N+](=O)[O-])cc([N+](=O)[O-])c1)N1CCCc2ccccc21	-7	-9	1	1.1	-2	3	1520	2	4	3
Cc1ccc(-c2nc(CSCC(=O)N3CCN(C(=O)c4ccco4)CC3)c(C)o2)cc1	0	-15	1	1	2	-3	1546	-2	6	1
CCOC(=O)N=S(=O)(Oc1ccc([N+](=O)[O-])cc1)c1ccccc1 (stereo not drawn)	0	-14	0.8	1	0	-3	1509	4	4	24
O=C(CNc1cccc(Cl)c1)NNC(=S)NCc1ccccc1	-2	-54	1	1	-4	3	1600	7	-1	0
CCn1cc(/C=N\NC(=O)c2cc(-c3ccccc3OC)nc3ccccc23)c(C)n1	-4	-6	1	1	-3	7	1483	1	3	-3
Cc1ccc2nc(-c3ccco3)c(Nc3ccccc3)n2c1	0	-12	0.9	1	-12	-1	1677	1	2	8
C#CCn1c(=NC(=O)c2ccc(S(=O)(=O)N3CCCc4ccccc43)cc2)sc2cc(S(N)(=O)=O)ccc21	3	-13	0.8	1	-4	4	1728	-1	3	18
Cc1noc(NS(=O)(=O)c2ccc(N/C=C\C(=O)c3ccc(F)cc3)cc2)c1C	3	2	1.1	1	2	4	1463	8	-5	-7
COc1ccc(C2=CSC3=NNC4(CCCCC4)NN23)cc1	-4	-8	1	1	-2	0	1654	4	-7	0

Overlap with the part before: two compounds, then new ones.
molecule	TNAP inh hiacc	TNAP inh noacc	bIAP act	TNAP act hi DEA	Efa HMGR inh	PPARg SRC3 recr	TR-FRET SRC-2 ct	PPARg SRC2 recr	PPARg SRC-1 ag	bIAP inh
Cc1noc(NS(=O)(=O)c2ccc(N/C=C\C(=O)c3ccc(F)cc3)cc2)c1C	3	2	1.1	1	2	4	1463	8	-5	-7
COc1ccc(C2=CSC3=NNC4(CCCCC4)NN23)cc1	-4	-8	1	1	-2	0	1654	4	-7	0
Cc1c(C(=O)O)c2cc(O)ccc2n1-c1ccccc1	-1	-14	0.9	1	-6	11	1576	19	8	5
O=C(O)C1Cc2ccccc2CN1S(=O)(=O)c1ccc2ccccc2c1 (stereo not drawn)	10	-9	1.1	0.9	-3	-3	1511	-1	3	-12
CCC(=O)c1ccc(OCC(=O)N2CCCC2)c(OC)c1	-5	-12	1	1	-5	-2	1489	-7	0	1
Cc1cccc(NC2SC(=O)N(CC(=O)O)C2=O)c1 (stereo not drawn)	-5	-20	0.9	1.1	-8	11	1593	-1	-1	5
Cc1c(C(=O)NCC2CCCO2)cccc1[N+](=O)[O-] (stereo not drawn)	-1	-11	1	1	2	5	1618	0	-2	-4
CC/C(=C1/C(=O)CC(C)(C)C(C(=O)OC)C1=O)N1CCCC1 (stereo not drawn)	-1	-5	1	1	-3	-2	1537	3	-1	5
CCN1CCCC1Cn1cnc2c([nH]c3cccc(Cl)c32)c1=O (stereo not drawn)	-4	-7	1.1	1	-7	-8	1442	-5	-4	-7
CC1CC(=O)c2cnc(Nc3cccc(C(F)(F)F)c3)nc2C1 (stereo not drawn)	0	-10	0.9	1	-6	4	1525	0	0	6
O=C(Cc1ccc(S(=O)(=O)N2CCCCC2)s1)Nc1ccc(F)c(F)c1	-5	-18	0.9	1.1	-5	0	1380	-1	0	8
COc1ccc(/C=N/Nc2ncnc3sc4c(c23)CCCC4)cc1O	-1	-46	0.7	1	-2	-1	1365	-4	-1	26
CS(=O)(=O)N(CCc1ccccc1)CC(=O)N1CCCCC1	-7	-14	0.9	1.1	-2	4	1532	9	4	10
Cc1nc2n(COCCO)cnn2c(=O)c1Br	-3	-14	1	1	-7	6	1637	3	-1	3
Cc1ccc(C(=O)OCCc2c(C)[nH]n(-c3ccccc3)c2=O)cc1	-2	-6	1.1	1	-4	-8	1476	6	6	-6
CCCN(CCC)C(=O)CSc1ncccc1C(=O)O	-4	-8	0.9	1	-2	1	1442	3	-10	9
O=C(CCCn1c(=S)[nH]c2cc3c(cc2c1=O)OCO3)N1CCN(C2CCCCC2)CC1	2	-2	1	1	3	0	1477	2	4	-5
COc1ccc(N(CC(=O)NCCC2=CCCCC2)S(=O)(=O)c2ccccc2)cc1OC	-1	-11	0.9	1	4	-3	1679	-4	2	5
Cc1ccc(NC2=NCC(=O)N2C2CCCC2)c(C)c1	1	-7	1.2	1	-6	13	1619	6	-2	-22
Oc1ccccc1/C=C/c1noc(-c2ccccc2O)n1	-2	-5	1.1	1	3	-1	1334	-9	6	-6
CC1=Nc2cc(C(=O)O)ccc2Sc2ccc(Br)cc21	1	12	0.8	1	-1	3	1568	15	0	17
